# Screening results deposited in PubChem BioAssay by Sanford-Burnham Center for Chemical Genomics.
# Scp1 inh – Scp-1 phosphatase inhibitors, primary screen, biochemical, colorimetric, uHTS | Recombinant Scp1, phosphopeptide, malachite green phosphate absorbance | inhibition, % at 20 µM | 0.88% of 340,000 active;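 active = inhibition above about 50% at 20 µM, limit read from the data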;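 note: plate controls were DMSO wells with enzyme for no effect and wells lacking enzyme for full effect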
#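 Material – SCP-1 phosphatase catalytic domain, residues 76-261 · Buffer or medium – Acidic Tris acetate buffer with magnesium and detergent · Also added – Phospho 17-mer peptide substrate · Compound – single 20 µM dose, 1% DMSO · Times – 45 min room-temperature reaction, 5 min colour, 30 min stabiliser · Technique – Phosphate-binding colour reagent, absorbance read at 630 nm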
# DNMT1 block – human DNMT1 methyltransferase inhibitors, primary screen, biochemical, molecular beacon, fluorescence, HinP1I cleavage, uHTS; inhibition (reported as % activation of signal), % at 10 µM; 0.83% of 360,000 active; AID 588458, 2011; in the data active = inhibition above about 50%
# Target sequence (P26358 504-1616 limits assumed): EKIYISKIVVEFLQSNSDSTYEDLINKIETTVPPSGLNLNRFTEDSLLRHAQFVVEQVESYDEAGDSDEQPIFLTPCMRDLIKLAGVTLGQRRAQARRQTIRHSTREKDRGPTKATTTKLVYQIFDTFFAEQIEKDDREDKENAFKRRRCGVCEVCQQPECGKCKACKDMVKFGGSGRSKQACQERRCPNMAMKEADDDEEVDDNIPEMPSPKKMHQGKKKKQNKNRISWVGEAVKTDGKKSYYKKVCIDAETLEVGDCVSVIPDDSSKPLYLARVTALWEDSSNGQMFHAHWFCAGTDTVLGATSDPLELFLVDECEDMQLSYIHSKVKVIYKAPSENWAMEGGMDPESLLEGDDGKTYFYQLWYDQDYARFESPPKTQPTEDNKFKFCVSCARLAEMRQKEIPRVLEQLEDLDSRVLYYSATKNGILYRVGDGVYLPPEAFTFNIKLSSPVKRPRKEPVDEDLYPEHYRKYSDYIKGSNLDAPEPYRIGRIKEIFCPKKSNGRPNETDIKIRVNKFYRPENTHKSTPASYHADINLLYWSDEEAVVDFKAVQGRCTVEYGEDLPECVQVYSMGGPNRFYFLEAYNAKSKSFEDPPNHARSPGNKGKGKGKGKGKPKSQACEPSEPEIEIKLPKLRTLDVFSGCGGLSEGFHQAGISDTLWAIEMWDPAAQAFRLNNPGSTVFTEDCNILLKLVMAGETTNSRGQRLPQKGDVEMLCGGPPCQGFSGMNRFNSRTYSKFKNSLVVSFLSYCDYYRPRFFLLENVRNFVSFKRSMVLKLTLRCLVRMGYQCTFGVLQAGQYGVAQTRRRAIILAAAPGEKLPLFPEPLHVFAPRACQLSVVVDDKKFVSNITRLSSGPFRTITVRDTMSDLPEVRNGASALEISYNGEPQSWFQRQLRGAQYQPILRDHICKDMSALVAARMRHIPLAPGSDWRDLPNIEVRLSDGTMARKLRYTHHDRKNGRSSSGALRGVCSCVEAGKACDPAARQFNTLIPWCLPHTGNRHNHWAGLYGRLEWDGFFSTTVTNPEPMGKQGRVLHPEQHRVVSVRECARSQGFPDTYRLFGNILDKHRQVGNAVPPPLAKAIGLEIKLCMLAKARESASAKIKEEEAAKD
# SUMO1 PPI mod – modulators of SUMO1 protein-protein interactions, primary screen, biochemical, uHTS. Small ubiquitin-related modifier 1 (Homo sapiens), P63165. AID 602429, 2012. SUMO1 binding to a labelled peptide, TR-FRET, 1 h. inhibition, % at 20 µM. 0.33% of 360,000 active; in the data active = inhibition above about 37%
# CendR NRP1 mod – modulators of CendR peptide binding to NRP-1, primary screen, biochemical, fluorescence polarization, uHTS. inhibition, % at 25 µM. FAM-RPARPAR peptide binding to NRP-1. 0.85% of 360,000 active;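 active = inhibition or corrected inhibition above about 18%, plus a signal ratio from 0.5 to 1.5, limit read from the data, passing the limit was not always enough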; note: strong numbers were not always called active
# Rpn11 block – Rpn11 (PSMD14) deubiquitinase inhibitors, primary screen, biochemical, fluorescence polarization, uHTS. 26S proteasome non-ATPase regulatory subunit 14 (Homo sapiens), O00487. human 26S proteasome, Ub4-pepOG fluorescence polarization; 20S core pre-blocked with epoxomicin. calls only at 20 µM. 0.59% of 360,000 active. AID 588493, 2011;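 active = inhibition at 20 µM, scaled to each plate's controls, above about 33%, limit read from the data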
# LMPTP block – LMPTP phosphatase inhibitors, primary screen, biochemical, fluorescence intensity, uHTS. inhibition, % at 20 µM. recombinant LMPTP-A, OMFP fluorogenic substrate. 0.22% of 360,000 active. Low molecular weight phosphotyrosine protein phosphatase (Homo sapiens), P24666;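 active = compounds that cut the enzyme signal by at least half of the control window in the single-dose screen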;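 note: plate controls were DMSO wells with enzyme plus substrate for no effect and substrate without enzyme for full effect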
#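 Buffer or medium: Bis-Tris pH 6.0, DTT, detergent; Assay system: LMPTP-A enzyme; Quantity: 0.625 nM enzyme; Detection: endpoint fluorescence intensity; Times: 50 min dark incubation at room temperature; Controls: substrate-only low control, DMSO enzyme-plus-substrate high control; Doses: single 20 µM dose; Read-out: percent inhibition versus substrate-only and uninhibited controls; Reagent: 400 µM OMFP.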
# SKN-1 inh – suppressors of acrylamide-induced Pgst-4::GFP reporter in worms, primary screen, SKN-1 inhibitor project, whole organism, uHTS, GFP/RFP fluorescence ratio, strain VP596; C. elegans VP596 Pgst-4::GFP/RFP ratio, 24 h; inhibition, % at 21.8 µM; AID 624304, 2012; 0.49% of 360,000 active;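 active = interference check ratio from 0.5 to 1.5 plus GFP to RFP signal ratio inhibition reaching or exceeding a fixed threshold, cut at about 30% in these data, passing the limit was not always enough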; note: some compounds called inactive have numbers as strong as hits
# MT1-MMP act inh – blockers of MT1-MMP proenzyme processing, primary screen, HT1080 RFP-PRO-GFP cells, GFP/RFP fluorescence | Matrix metalloproteinase-14 (Homo sapiens), P50281 | GFP/RFP ratio fluorescence, overnight; percent of plate control window, DMSO zero | GFP/RFP ratio change, % at 20 µM | 0.061% of 360,000 active | AID 651647, 2012;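 active = GFP/RFP ratio change of at least 30% with cell ATP level not reduced by more than half and red fluorescence within 50% of control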; note: strong numbers were not always called active
#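 Assay system: HT1080 RFP-PRO-GFP cells. Benchmarks: DMSO vehicle wells and RFP-L50D-GFP reporter cell wells. Times: overnight cell settling, then overnight compound exposure, 37 °C, 5% CO2. Compound: 20 µM single dose, 1% DMSO. Read-out basis: GFP/RFP fluorescence ratio.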
# STEP block – STEP phosphatase inhibitors, primary screen, biochemical, fluorescence intensity, uHTS; Tyrosine-protein phosphatase non-receptor type 5 (Homo sapiens), P54829; recombinant STEP, OMFP fluorogenic substrate; inhibition, % at 20 µM; 0.25% of 360,000 active;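 active = inhibition at 20 µM, scaled per plate between control wells, above about 37%, limit read from the data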;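 note: 0% = DMSO with enzyme and substrate and 100% = substrate only without enzyme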
#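 Material: STEP (striatal-enriched tyrosine phosphatase) enzyme, cell-free | Medium: 50 mM Bis-Tris pH 6.0 with 2.5 mM DTT and 0.005% Tween 20 | Read-out: Percent inhibition scaled to no-enzyme and uninhibited-enzyme controls, plate-pattern corrected | Signal: Fluorescence read at 480 nm ex / 540 nm em | Times: 20 min reaction, room temperature, in the dark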
# NadD block – inhibitors of S. aureus NadD, primary screen, biochemical, colorimetric, uHTS | purified NadD enzyme, colorimetric absorbance read-out | Nicotinate-nucleotide adenylyltransferase NadD (Staphylococcus aureus N315) | inhibition, % at 20 µM | 0.78% of 360,000 active; in the data active = inhibition above about 26%; note: some compounds past the cut are filed as inactive
# The depositor's hits bear a star; i = inactive; x = not tested or not shown.
SMILES,Scp1 inh,DNMT1 block,SUMO1 PPI mod,CendR NRP1 mod,Rpn11 block,LMPTP block,SKN-1 inh,MT1-MMP act inh,STEP block,NadD block
Cc1ccc(C)c(S(=O)(=O)N2CCN(C(=O)Cn3c(C(F)(F)F)nc4ccccc43)CC2)c1,-8,-1,1,3,i,0.7,2,0,0,-6
Cc1ccc(C)c(S(=O)(=O)NC2CCSC2=O)c1 (stereo not given),-3,1,4,-2,i,-0.9,1,2,5,2
Cc1cc(N2CCN(C)CC2)nc2ccc(NC(=O)c3ccc(Br)o3)cc12,-12,-3,-1,-4,i,0.2,-3,4,2,-11
Cc1ccccc1OCC(=O)OCC(=O)N1CCCc2ccccc21,-12,2,8,-6,i,-0.3,5,2,2,-4
COc1ccc(C(CCN2CCOCC2)c2c(OC)cc(OC)c3ccc(=O)oc23)cc1 (stereo not given),4,0,-10,-6,i,-2.7,-11,-1,-3,-5
CCOCC(=O)Nc1c(C(=O)Nc2ccc(OC)cc2OC)oc2ccccc12,-7,2,2,-4,i,-1.0,4,5,3,-14
CC(=O)N(c1ccccc1Cl)S(=O)(=O)c1ccc(Cl)cc1,-13,6,2,17,i,0.6,3,-3,-3,-7
CC1(C(=O)NS(=O)(=O)c2ccc(Cl)cc2)CCN1C(=O)c1ccc(C2CCCCC2)cc1 (stereo not given),x,2,5,12,i,1.2,1,2,0,13
Cc1ccc2c(c1)N(CC(=O)NC(C)CCc1ccccc1)C(=O)c1cccnc1O2 (stereo not given),-4,0,5,0,i,-0.6,5,1,-5,1
CCN(CC)S(=O)(=O)c1ccc(O)c(C(=O)OCC(=O)Nc2cc(C)c(C)cc2[N+](=O)[O-])c1,-7,0,-12,-2,i,-0.7,13,0,-2,18
O=c1[nH]cnc2c1ncn2C1CCC(CO)O1 (stereo not given),x,6,1,13,i,-1.5,-4,1,-2,-2
COc1ccc(NC(=O)CNC(c2ccccc2)c2ccccc2)cc1Cl,-1,-8,1,2,i,4.6,-4,4,-2,-11
COc1ccc(N2C(=O)/C(=C/c3ccc([N+](=O)[O-])cc3)C=C2c2ccccc2)cc1,-8,3,-17,3,i,3.4,40*,-4,5,16
Cc1ccc(S(=O)(=O)N/N=C\c2ccc3c(c2)OCO3)cc1,-7,3,-2,-2,i,1.9,5,-5,0,6
O=C(CN1CCN(CC(=O)Nc2ccccc2Cc2ccccc2)CC1)Nc1ccccc1Cl,-10,-4,4,-1,i,2.8,7,-2,1,-5
CCCOC(=O)/C(=C\C=C\c1ccccc1)NC(=O)c1ccccc1,-5,3,-12,19,i,1.9,4,-2,-1,-3
Cn1c(COc2ccccc2)nnc1SCC(=O)Nc1ccc(N2CCOCC2)c(Cl)c1,-4,9,-1,-10,i,-2.0,22,3,-2,-5
CC1CCCCN1c1nc(-c2ccncc2)nc2ccccc12 (stereo not given),0,2,-5,0,i,5.6,-37,-5,0,-3
Cc1ccc(C)c(N2CCN(C(=O)CCCN3C(=S)NC(C)(C)CC3C)CC2)c1 (stereo not given),-2,-2,-1,2,i,-0.7,3,7,0,2
Cc1nc(N)[nH]c(=O)c1CCCNS(=O)(=O)c1ccc([N+](=O)[O-])cc1,0,-1,-25,4,i,4.5,-9,3,-3,1
COc1cc2c(cc1OC)CN(Cc1cccs1)CC2,0,-6,-7,0,i,0.0,-7,4,-2,-6
O=C(NCc1cccnc1)C(=O)NCC1OCCN1S(=O)(=O)c1ccccc1 (stereo not given),-28,-2,4,6,i,-2.3,-2,6,0,-2
COCCCN(Cc1ccco1)C(=O)Cn1ncc2c(=O)oc3ccc(C)cc3c21,-12,0,0,7,i,0.6,7,x,-1,7
CC(=O)NC(Cc1ccccc1)C(=O)OCC(=O)c1ccccc1 (stereo not given),-2,0,-2,2,i,-0.9,-6,4,-4,-1
COc1ccc(CCNC(=S)Nc2ccccc2)cc1,-3,-1,2,9,i,0.4,9,4,3,0
O=S(=O)(Nc1cc2nc3ccccc3nc2n1Cc1ccccc1)c1ccc(Cl)cc1,-14,89*,51*,-49,i,38,9,-62,-13,24
COC(=O)c1ccc(CN2CCC(Oc3cccc(C(=O)N4CCCC4)c3)CC2)cc1,0,-1,5,8,i,-0.5,-7,8,0,-6
Clc1cccc2sc(-c3nnc(-c4ccccc4)o3)c(Cl)c12,1,12,3,-6,i,1.5,6,4,-1,4
CC1Cc2ccccc2N1S(=O)(=O)c1cccc(C(=O)c2nccn2C)c1 (stereo not given),-5,-3,-5,-5,i,1.0,4,2,0,-2
O=S(=O)(c1ccccc1)N1CCC2(CC1)OCCN2S(=O)(=O)c1cccs1,-5,0,4,0,i,1.4,11,2,2,-4
O=C(O)CNC(=O)c1ccc(Oc2c(F)c(F)c(Oc3ccc(C(=O)NCC(=O)O)cc3)c(F)c2F)cc1,8,3,7,-8,i,2.0,13,-1,3,3
Cn1c(=O)cc(OCCCC(=O)Nc2cccnc2)c2ccccc21,-7,-1,15,6,i,-2.3,-6,13,1,4
Cc1ccc(NC(=O)c2cc(S(=O)(=O)N3CCC4(CC3)OCCO4)ccc2F)cc1,-2,8,1,3,i,-0.3,-4,-3,-1,-7
COCCC(=O)N1CCC(Oc2ccc(C(=O)N(C)Cc3cc(C)no3)cc2)CC1,-2,-2,3,10,i,-0.2,2,1,-1,2
COCCCNC(=O)c1ccccc1SC,-3,3,-1,0,i,-0.8,0,0,0,-2
Cc1cc(N2CCC(C(=O)Nc3ccc(F)cc3)CC2)nc(-c2ccccc2)n1,14,-8,0,2,i,3.3,7,5,-10,-5
CC1CCCN(S(=O)(=O)c2ccc(NC(=O)Cc3ccc(S(=O)(=O)N4CCOCC4)s3)cc2)C1 (stereo not given),3,-11,-1,-9,i,0.4,-6,6,1,4
Cc1nn(-c2ccccc2)c2sc(C(=O)NC3CC3)cc12,-8,1,2,3,i,0.9,5,-2,0,-7
Cc1[nH]c(=O)c(C(=O)/C=C/c2ccccc2)c2c1CCCC2,9,4,-1,-13,i,-0.5,0,-18,0,15
CC[C@]12c3[nH]c4ccc(Cl)cc4c3CCN1C(=O)[C@@H](CC(=O)NCC13CC4CC(CC(C4)C1)C3)C[C@@H]2C(=O)N1CCN(C(=O)c2ccco2)CC1,9,-26,4,-20,i,1.9,-5,-7,-3,4

# Pulled one by one from above:
SMILES,Scp1 inh,DNMT1 block,SUMO1 PPI mod,CendR NRP1 mod,Rpn11 block,LMPTP block,SKN-1 inh,MT1-MMP act inh,STEP block,NadD block
Cc1nn(-c2ccccc2)c2sc(C(=O)NC3CC3)cc12,-8,1,2,3,i,0.9,5,-2,0,-7
COc1cc2c(cc1OC)CN(Cc1cccs1)CC2,0,-6,-7,0,i,0.0,-7,4,-2,-6
Cn1c(=O)cc(OCCCC(=O)Nc2cccnc2)c2ccccc21,-7,-1,15,6,i,-2.3,-6,13,1,4

# New compounds follow:
SMILES,Scp1 inh,DNMT1 block,SUMO1 PPI mod,CendR NRP1 mod,Rpn11 block,LMPTP block,SKN-1 inh,MT1-MMP act inh,STEP block,NadD block
CC1CC(=O)Nc2ccccc2N1C(=O)Cn1cnc2ccccc2c1=O (stereo not given),-5,-5,3,7,i,-0.3,1,1,0,7
O=C(NCCCN1CCCC1=O)c1cccnc1,-3,0,-1,-9,i,-1.3,-10,-2,0,5
O=C(O)CSc1nnc(Cc2ccccc2)n1Cc1ccccc1,-3,4,-4,0,i,-1.7,15,2,4,-3
Cc1cccc(C)c1NC(=O)C1CCCN(CCCc2ccccc2)C1 (stereo not given),-14,-1,13,5,i,-2.1,5,-1,3,-4
COc1cc(CNn2c(C)n[nH]c2=S)cc(Cl)c1OCc1ccc(F)cc1,-5,-2,0,-1,i,-35,13,9,1,25
CCCN1C(=O)c2cccc3c(N4CCCCC4)ccc(c23)C1=O,-4,8,-16,134,i,2.3,-1,-105,-10,2
CS(=O)(=O)N(CC(=O)N1CCC(C(N)=O)CC1)c1ccc(Cl)c(C(F)(F)F)c1,-4,2,0,4,i,-2.3,-8,6,-1,0
CCOC(CC(=O)NNC(=O)c1c(-c2ccccc2Cl)noc1C)OCC,5,-1,-2,-16,i,-1.0,-13,0,-1,-5
COc1ccc(C(=O)Nc2ccc(Cl)c(Cl)c2)c(OC)n1,-12,4,-3,4,i,-2.4,16,-6,-2,-4
Cn1c(SCC(=O)NCc2ccco2)nnc1-c1ccccc1,-3,1,4,-1,i,0.5,-8,0,1,-3
NC(=O)c1cc([N+](=O)[O-])ccc1Nc1ccccc1,-4,1,-36,-8,i,0.3,15,5,-1,-4
CCc1cccc(CC)c1N(COC)C(=O)Cn1c(C(C)O)nc2ccccc21 (stereo not given),-12,3,3,-1,i,-0.8,3,3,-4,3
CSCCC(NC(=O)COc1ccccc1)C(=O)N1CCOCC1 (stereo not given),-8,2,-2,-4,i,-1.7,3,-3,1,-6
N#CCCCc1cc2cc(F)ccc2cn1,-8,8,0,12,i,-2.9,26,3,-4,-10
CCN(CC)S(=O)(=O)c1ccc(N2CCOCC2)c(NC(=O)c2cnccn2)c1,0,4,4,0,i,-0.4,0,-2,2,-2
O=[N+]([O-])c1cc2c(cc1/C=N/Nc1nc(N3CCCC3)nc(N3CCCC3)n1)OCO2,10,-1,-18,2,i,-0.8,-7,-1,3,5
COc1ccc(NC(=S)Nc2ccccc2OC)c(OC)c1,-5,-3,0,16,i,0.3,5,3,3,3
Cc1cccc(OCc2nc(-c3ccc(-n4cccc4)cc3)no2)c1,-6,7,0,-8,i,1.0,-12,x,-2,14
